Screening data from PubChem BioAssay.
NOD2 RIPK2 PPI: inhibitors of human NOD2-RIPK2 interaction; O43353; CHO BLA complementation NOD2-RIPK2, CCF4 ratio; inhibition, % at 4.98 µM; actives 0.38% (n = 360,000); AID 624267; in the data active = inhibition above about 21%;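 note: 0% = vehicle only and 100% = reference blocker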
TRAIL sens C8: caspase-8 TRAIL sensitization; NB7+C8 cells + TRAIL, ATPlite viability luminescence; inhibition (viability loss, TRAIL sensitization), % at 10 µM; actives 1% (n = 360,000); AID 624354;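 active = compounds causing at least 50% loss of cell viability in the single-dose screen, relative to plate controls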
TROY NFkB inh: inhibitors of TROY-dependent NF-kB signaling; inhibition, % at 10 µM; Q293 LMP1-TROYcd NF-kB luciferase reporter, 4 h; actives 0.98% (n = 360,000);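 active = compounds whose plate-normalised and pattern-corrected inhibition of the luciferase reporter signal at the single screening dose is 50% or more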
TWEAK Fn14 block: TWEAK-Fn14 signaling inhibition | inhibition, % at 10 µM | actives 2% (n = 360,000) | TWEAK-stimulated Fn14 reporter cells, luciferase luminescence, 8 h; in the data active = inhibition above about 50%
TLR9-MyD88 inh: blocks human TLR9 binding to MyD88. Q9NR96+Q99836. CHO BLA complementation TLR9-MyD88, CCF4 FRET ratio. inhibition, % at 4.98 µM. AID 504734. actives 0.21% (n = 340,000);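 active = inhibition above the mean over all tested compounds plus 3 SD, cut at about 21% in these data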;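 note: 0% = DMSO only wells and 100% = clavulanate BLA inhibitor control wells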
NCOA2 inhibitor: inhibits human steroid receptor coactivator 2 | HEK293 GAL4-SRC2 luciferase reporter, luminescence | inhibition, % at 9 µM | actives 0.17% (n = 370,000) | AID 651957;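 active = inhibition above the mean inhibition of all tested compounds plus 3 SD, set per campaign, cut at about 52% in these data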;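 note: 0% = DMSO treated cells and 100% = cells given Gossypol at 36 µM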
COUP-TFII inh: blocks human COUP-TFII nuclear receptor; P24468; HEK293T NGFI-A luciferase reporter, luminescence; inhibition, % at 8.6 µM; actives 0.7% (n = 370,000); AID 686940;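 active = inhibition above a per-plate cutoff, mean inhibition of test wells between control levels plus 3 SD, cut at about 38% in these data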;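 note: cells cotransfected with COUP-TFII expression vector driving the NGFI-A reporter; 0% = median of COUP-TF2 test wells and 100% = reporter-only cells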
EBV LMP1 NFkB: reduces LMP1-driven NF-kappaB luciferase signal; AID 504558; LMP1-induced NF-kappaB luciferase reporter cells, luminescence; inhibition, % at 12.5 µM; actives 0.69% (n = 350,000); in the data active = inhibition above about 41%;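 note: 0% = neutral control wells and 100% = reference inhibitor control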
SRC3 inh: inhibitors of human steroid receptor coactivator 3 (SRC3); inhibition, % at 3.6 µM; HEK293 GAL4-SRC3 luciferase reporter, luminescence; Q9Y6Q9; AID 588352; actives 0.17% (n = 360,000);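 active = inhibition above a per-campaign cutoff, the mean of all compounds plus 3 SD, cut at about 60% in these data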;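 note: 0% = DMSO-treated cells and 100% = gossypol-treated cells at 36 µM; higher means less SRC3-driven luciferase light from the GAL4 reporter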
SRC1 inh: inhibitors of human steroid receptor coactivator 1 (SRC1) | Q15788 | HEK293 GAL4-SRC1 luciferase reporter, luminescence | inhibition, % at 3.6 µM | actives 0.12% (n = 360,000);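 active = inhibition above the campaign mean plus 3 SD, with each screening campaign given its own cutoff, cut at about 60% in these data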;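 note: 0% = DMSO treated cells and 100% = gossypol at 36 µM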
Target sequence (Q15788 whole entry, looked up, the tested form may be a part): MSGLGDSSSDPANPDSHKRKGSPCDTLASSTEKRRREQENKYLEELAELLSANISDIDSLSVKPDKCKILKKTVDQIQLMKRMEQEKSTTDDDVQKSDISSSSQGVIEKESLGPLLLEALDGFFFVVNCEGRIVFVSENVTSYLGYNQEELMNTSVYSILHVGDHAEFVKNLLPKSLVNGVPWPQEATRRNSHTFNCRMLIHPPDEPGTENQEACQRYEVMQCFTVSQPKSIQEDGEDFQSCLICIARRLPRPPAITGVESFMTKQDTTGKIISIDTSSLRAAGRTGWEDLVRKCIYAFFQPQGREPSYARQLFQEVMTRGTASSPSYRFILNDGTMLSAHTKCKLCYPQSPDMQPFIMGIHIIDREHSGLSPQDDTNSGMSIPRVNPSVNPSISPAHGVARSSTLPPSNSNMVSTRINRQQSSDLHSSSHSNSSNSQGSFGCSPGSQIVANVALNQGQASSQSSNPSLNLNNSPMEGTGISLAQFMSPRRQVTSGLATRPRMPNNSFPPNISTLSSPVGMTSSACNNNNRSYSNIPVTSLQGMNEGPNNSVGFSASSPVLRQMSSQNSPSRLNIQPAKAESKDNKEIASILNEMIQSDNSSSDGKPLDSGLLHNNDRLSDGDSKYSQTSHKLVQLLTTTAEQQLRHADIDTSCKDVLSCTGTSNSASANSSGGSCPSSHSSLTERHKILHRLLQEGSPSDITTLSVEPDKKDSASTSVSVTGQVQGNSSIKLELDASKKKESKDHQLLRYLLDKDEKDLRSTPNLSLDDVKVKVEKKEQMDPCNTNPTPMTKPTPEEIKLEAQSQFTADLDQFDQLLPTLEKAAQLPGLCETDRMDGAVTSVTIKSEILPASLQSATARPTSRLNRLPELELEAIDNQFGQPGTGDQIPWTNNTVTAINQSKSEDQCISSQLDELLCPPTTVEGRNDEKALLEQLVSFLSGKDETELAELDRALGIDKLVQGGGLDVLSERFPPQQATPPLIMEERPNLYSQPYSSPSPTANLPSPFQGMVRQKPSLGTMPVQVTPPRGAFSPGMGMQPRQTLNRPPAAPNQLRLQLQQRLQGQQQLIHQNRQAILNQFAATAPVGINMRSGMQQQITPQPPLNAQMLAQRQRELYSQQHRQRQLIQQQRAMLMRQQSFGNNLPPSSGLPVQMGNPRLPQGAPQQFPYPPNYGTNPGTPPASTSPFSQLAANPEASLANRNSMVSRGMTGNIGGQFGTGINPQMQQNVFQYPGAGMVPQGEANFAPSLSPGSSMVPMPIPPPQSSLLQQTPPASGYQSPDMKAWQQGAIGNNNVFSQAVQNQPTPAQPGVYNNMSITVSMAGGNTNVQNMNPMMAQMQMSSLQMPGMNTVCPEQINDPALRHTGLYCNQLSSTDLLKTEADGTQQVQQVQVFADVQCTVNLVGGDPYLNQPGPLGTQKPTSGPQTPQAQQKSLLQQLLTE
NR5A2 inv ag: inverse agonists of human LRH-1 (NR5A2); O00482; HEK293T StAR-luciferase reporter, LRH-1 transfected, 24 h; inhibition, % at 3.6 µM; actives 0.13% (n = 360,000); AID 602396;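 active = inhibition above the mean inhibition of all tested compounds plus 3 SD, cut at about 73% in these data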;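 note: 0% = DMSO wells and 100% = reporter-only cells lacking LRH-1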
* hit, by the source's call; . = no result given. The list is partial. The share of hits here may be higher or lower than overall.

SMILES	NOD2 RIPK2 PPI	TRAIL sens C8	TROY NFkB inh	TWEAK Fn14 block	TLR9-MyD88 inh	NCOA2 inhibitor	COUP-TFII inh	EBV LMP1 NFkB	SRC3 inh	SRC1 inh	NR5A2 inv ag
O=C(CC1SC(=Nc2ccccc2)N(CCCCO)C1=O)NCc1ccccc1 (stereo unspecified)	-3	-11	3	0	0	16	15	-6	15	-11	10
O=C(N/N=C/c1ccc(OCCCF)cc1)c1cc(OCC(F)(F)F)ccc1OCC(F)(F)F	1	-3	-20	-9	-13	-20	0	-16	-19	-22	-7
CCOC(=O)N1CCC(N2Cc3cccc(C(=O)Nc4ccc(S(=O)(=O)N(CC)CC)cc4)c3C2=O)CC1	17	18	9	-14	0	3	3	7	-12	4	8
COc1cc(NC(=O)COC(=O)C2CC2)c(C)cc1[N+](=O)[O-]	-1	-5	-1	-12	-10	-28	-10	3	9	-9	21
Oc1cccc2ccc(/C=C/c3ccc(Br)s3)nc12	3	17	46	58*	4	-59	-78	-139	-75	-91	-59
CC(C)(C)c1ccc(C(=O)NCCC(=O)NCc2ccc(F)cc2)cc1	2	7	16	17	4	12	10	-16	5	-2	22
COc1ccccc1N1CCN(CCCNC(=O)Cn2ncc3c([nH]c4ccccc43)c2=O)CC1	7	7	-5	9	2	-7	16	5	-15	-7	25
O=C(Nc1nc(-c2ccccn2)cs1)c1ccc(F)c(S(=O)(=O)N2CCOCC2)c1	14	-6	5	20	-11	24	-4	26	46	7	35
Cc1nccn1CCCNC(=O)C1CCC(=O)N(Cc2ccccc2F)C1 (stereo unspecified)	15	6	12	3	-11	-5	7	1	3	-9	-8
COc1cccc(N=C2CC(C)(C)CC(=O)/C2=C(/O)c2ccccc2)c1	-8	2	-1	-26	-10	-8	-1	-1	16	9	-14
Cn1nc(C(F)(F)F)c(-c2ccc(Br)cc2)c1NC(=O)c1cccnc1	-3	9	-3	2	.	-19	10	6	23	5	23
Cc1cccc(Nc2ccc(C(=O)N3CCOCC3)cn2)c1	0	6	-38	1	-9	-21	-23	-10	-29	-34	-32

Complete entries, looked up by structure. Order of values: NOD2 RIPK2 PPI	TRAIL sens C8	TROY NFkB inh	TWEAK Fn14 block	TLR9-MyD88 inh	NCOA2 inhibitor	COUP-TFII inh	EBV LMP1 NFkB	SRC3 inh	SRC1 inh	NR5A2 inv ag
O=C(N/N=C/c1ccc(OCCCF)cc1)c1cc(OCC(F)(F)F)ccc1OCC(F)(F)F is entered as 1	-3	-20	-9	-13	-20	0	-16	-19	-22	-7
COc1cccc(N=C2CC(C)(C)CC(=O)/C2=C(/O)c2ccccc2)c1 is entered as -8	2	-1	-26	-10	-8	-1	-1	16	9	-14
O=C(CC1SC(=Nc2ccccc2)N(CCCCO)C1=O)NCc1ccccc1 (stereo unspecified) is entered as -3	-11	3	0	0	16	15	-6	15	-11	10
Cc1cccc(Nc2ccc(C(=O)N3CCOCC3)cn2)c1 is entered as 0	6	-38	1	-9	-21	-23	-10	-29	-34	-32
CCOC(=O)N1CCC(N2Cc3cccc(C(=O)Nc4ccc(S(=O)(=O)N(CC)CC)cc4)c3C2=O)CC1 is entered as 17	18	9	-14	0	3	3	7	-12	4	8

Marked active in TWEAK Fn14 block, among the entries above:
molecule	NOD2 RIPK2 PPI	TWEAK Fn14 block	TLR9-MyD88 inh	NCOA2 inhibitor	COUP-TFII inh	EBV LMP1 NFkB	SRC3 inh	SRC1 inh	NR5A2 inv ag
Oc1cccc2ccc(/C=C/c3ccc(Br)s3)nc12	3	58*	4	-59	-78	-139	-75	-91	-59

More results follow:
SMILES	NOD2 RIPK2 PPI	TRAIL sens C8	TROY NFkB inh	TWEAK Fn14 block	TLR9-MyD88 inh	NCOA2 inhibitor	COUP-TFII inh	EBV LMP1 NFkB	SRC3 inh	SRC1 inh	NR5A2 inv ag
c1ccc(-c2nnc(-c3ccco3)n2-c2ccccc2)cc1	1	5	5	4	3	6	23	8	6	-2	1
COc1ccc2c(c1)N(C)/C(=C/c1cccc[n+]1C)S2	-5	17	2	-4	-3	-5	56*	17	38	21	41
N#CCCN(C(=S)NC(=O)c1ccco1)c1ccccc1F	-7	1	17	3	0	17	16	-4	-5	-9	12
O=C(CCN1CCCCCC1)Nc1ccccc1F	2	-27	1	-9	-10	-3	7	4	7	5	3
CC(C)(C)c1cc(C(F)(F)F)nc(SCCCNC(=O)c2ccco2)n1	-9	15	6	16	-4	-1	30	-4	11	-3	-3
C=CCn1c(SCC(=O)N2CCCC2)nc2scc(-c3cccs3)c2c1=O	7	16	15	1	-2	7	-2	-16	7	-13	3
COC(=O)Nc1ccc(S(=O)(=O)N2CCCC(C(=O)N3CCN(C)CC3)C2)cc1 (stereo unspecified)	4	2	2	-2	2	-2	19	-9	15	8	-2
COc1cc(/C=N/NC(=O)C(=O)NCC2CCCO2)ccc1O (stereo unspecified)	-5	3	-1	-5	-4	-8	-1	5	16	7	6
Cc1ccc(C(=O)OCC(=O)NC(C)C)cc1S(=O)(=O)N1CCOCC1	7	-7	3	0	-4	-30	-1	2	15	-3	1
CCOC(=O)N1CCN(c2ncnc3scc(-c4ccccc4)c23)CC1	3	4	5	10	1	13	12	1	-8	-13	-24
Cc1ccc(N(CC(=O)NCc2ccncc2)S(C)(=O)=O)cc1Cl	-19	-5	-4	-4	-1	-10	1	6	31	15	15
Cc1ccc(C(=O)CNc2ccccc2)cc1	3	-1	-37	11	-3	-3	-10	-4	-23	-35	-18

2 of the compounds above, with two lines to a compound.
Every second line gives: NOD2 RIPK2 PPI	TRAIL sens C8	TROY NFkB inh	TWEAK Fn14 block	TLR9-MyD88 inh	NCOA2 inhibitor	COUP-TFII inh	EBV LMP1 NFkB	SRC3 inh	SRC1 inh	NR5A2 inv ag
Cc1ccc(C(=O)OCC(=O)NC(C)C)cc1S(=O)(=O)N1CCOCC1
→ 7	-7	3	0	-4	-30	-1	2	15	-3	1
CCOC(=O)N1CCN(c2ncnc3scc(-c4ccccc4)c23)CC1
→ 3	4	5	10	1	13	12	1	-8	-13	-24

Next part
SMILES	NOD2 RIPK2 PPI	TRAIL sens C8	TROY NFkB inh	TWEAK Fn14 block	TLR9-MyD88 inh	NCOA2 inhibitor	COUP-TFII inh	EBV LMP1 NFkB	SRC3 inh	SRC1 inh	NR5A2 inv ag
Nc1ncn(-c2ncc(C(F)(F)F)cc2Cl)n1	4	-20	5	-18	.	-6	3	-8	15	2	3
CC(C)(C)C1=Nn2c(nnc2-c2n[nH]c3c2CCC3)SC1	-4	4	-10	11	2	-8	-8	-5	-13	11	7
CCn1cc(C(=O)NCCCN2CCC(C)CC2)c2cc(OC)c(OC)cc2c1=O	-4	2	-9	-14	-5	3	-12	-19	3	2	-35
CC(NC(=O)OCc1ccccc1)c1ccccc1 (stereo unspecified)	-7	4	-12	4	-19	-20	-2	1	22	8	-6
Cc1nc(SCC(=O)N(C)C2(C#N)CCCCC2)c2ccccc2n1	1	27	11	10	-10	13	-5	3	24	-2	-26
O=C(CN1c2ccccc2Sc2ccccc21)NNC(=S)Nc1ccc(Cl)cc1Cl	-2	-1	52*	-7	2	5	8	3	12	-7	18
COC(=O)N/N=C/c1c(C)c(C(=O)c2ccc(F)cc2)n2ccccc12	-2	-12	15	10	10	-24	-7	16	27	-5	10
Cc1ccc(OC(=O)CCC(=O)Nc2ccc(C(N)=O)cc2)cc1	7	-11	10	-8	-11	3	15	-5	14	-12	5
O=C(Nc1ccc(Br)cc1F)c1ccc2nsnc2c1	-2	4	-35	2	8	-33	-13	-28	-37	-68	-35
Cc1nn(C)c(Oc2ccccc2)c1CCNS(=O)(=O)c1ccc(Cl)cc1	5	-1	13	23	-6	12	16	9	5	-1	8
CC(=O)Nc1cccc(-c2nnc(SCC(=O)N3CCCCC3)n2C)c1	-2	-7	-11	4	-1	7	-4	-1	-9	-15	-1
COc1cccc(CNC(=O)C(=O)NCC2CCCO2)c1 (stereo unspecified)	-1	-15	22	13	-8	-24	-11	7	5	-9	3
COc1cccc(N2CCc3c(C)nc4ccc(Cl)cc4c32)c1	11	34	-17	-20	2	19	18	-4	6	2	-2
O=C(NCc1ccc(F)cc1)C1CCN(c2cnccn2)CC1	-17	1	-3	-3	8	-30	6	-7	4	0	4
C/C(CC(=O)Nc1ccccn1)=N\NC(=O)C(=O)Nc1ccccc1C	-2	-10	3	0	-4	15	7	4	9	-6	-26
CS(=O)Cc1cc(Sc2ccccc2)nc(-c2cccnc2)n1 (stereo unspecified)	-7	-2	-9	7	1	-6	2	6	6	-5	2
O=C(Nc1cccc(O)c1)c1cc2nc(-c3ccccc3)cc(-c3ccccc3)n2n1	22*	0	11	18	7	7	0	-3	-8	-17	-7
Cc1onc(-c2c(F)cccc2Cl)c1C(=O)ONC(=O)c1ccccc1	4	19	-18	4	-11	-13	14	-6	11	-7	-20
CC(C)c1cc(C(N)=O)c(NC(=O)c2cccc(COc3ccc(Br)cc3)c2)s1	7	6	-46	-19	-5	-45	-61	4	-149	-148	-237
COc1ccc2c(Cl)c(C(N)=O)sc2c1	-9	6	-19	6	4	12	-8	9	0	-14	-8
CCC(C)(C)NC(=O)c1sccc1Oc1ccc(F)cc1[N+](=O)[O-]	-9	-2	4	3	0	-5	8	-2	-7	-2	-12
O=C(CN(c1ccc2c(c1)OCCO2)S(=O)(=O)c1ccccc1)NCc1ccco1	-1	-2	-32	35	-5	3	7	0	6	-9	-2
CCc1nc2ccc(C(=O)NCCOc3ccc(OC)cc3)cn2c1N(CC)Cc1cccc(Br)c1	5	0	14	-16	.	16	22	.	14	3	-17
Cc1sc2ncnc(N3CCC(C)CC3)c2c1C	6	-6	16	11	5	8	14	8	9	-7	1
Cc1cccc(NC(=O)C2CCCN(S(=O)(=O)c3cccc4cccnc34)C2)c1 (stereo unspecified)	-6	-8	-5	7	-4	-26	0	3	15	-13	6
CC(OC(=O)c1cccs1)C(=O)NCCc1ccccc1 (stereo unspecified)	7	-15	-24	24	-14	6	8	-6	2	9	6
Cc1sc2nc(CSC(C)C(=O)Nc3ccc(C#N)cc3)[nH]c(=O)c2c1C (stereo unspecified)	-5	-13	13	8	-2	18	8	-7	2	3	-8
C[C@@H]1CN([C@H](C)CO)C(=O)CCCn2nncc2CO[C@H]1CN(C)C(=O)c1ccc(N2CCN(C)CC2)cc1	-7	4	1	-6	7	-14	-20	6	-12	10	9
O=C(NCCn1ccc2ccccc21)c1cccc([N+](=O)[O-])c1	-2	-2	-7	-13	4	-22	-8	-6	-4	-7	-1
COc1ccc(CCNC(=S)N2CCN(S(=O)(=O)c3cccc(F)c3)CC2)cc1	3	4	-6	-6	1	-19	3	3	-5	-2	-6

Look-ups from the entries so far:
O=C(NCCn1ccc2ccccc21)c1cccc([N+](=O)[O-])c1 @ NOD2 RIPK2 PPI = -2
Cc1cccc(NC(=O)C2CCCN(S(=O)(=O)c3cccc4cccnc34)C2)c1 (stereo unspecified) @ NCOA2 inhibitor = -26
